Screening data (PubChem)
ROC1-CUL1 inh: blocks human RBX1-Cullin-1 di-ubiquitin formation; AID 1347404; P62877+Q13616; actives 0.6% (n = 140,000); inhibition, % at 10 µM; in vitro K48 di-Ub FRET, acceptor:donor ratio, 45 min; in the data active means inhibition above about 25%
Target sequence (P62877 whole entry, looked up): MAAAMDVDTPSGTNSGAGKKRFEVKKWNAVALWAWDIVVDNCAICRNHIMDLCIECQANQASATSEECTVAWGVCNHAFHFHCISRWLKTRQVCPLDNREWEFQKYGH
Target sequence (Q13616 whole entry, looked up): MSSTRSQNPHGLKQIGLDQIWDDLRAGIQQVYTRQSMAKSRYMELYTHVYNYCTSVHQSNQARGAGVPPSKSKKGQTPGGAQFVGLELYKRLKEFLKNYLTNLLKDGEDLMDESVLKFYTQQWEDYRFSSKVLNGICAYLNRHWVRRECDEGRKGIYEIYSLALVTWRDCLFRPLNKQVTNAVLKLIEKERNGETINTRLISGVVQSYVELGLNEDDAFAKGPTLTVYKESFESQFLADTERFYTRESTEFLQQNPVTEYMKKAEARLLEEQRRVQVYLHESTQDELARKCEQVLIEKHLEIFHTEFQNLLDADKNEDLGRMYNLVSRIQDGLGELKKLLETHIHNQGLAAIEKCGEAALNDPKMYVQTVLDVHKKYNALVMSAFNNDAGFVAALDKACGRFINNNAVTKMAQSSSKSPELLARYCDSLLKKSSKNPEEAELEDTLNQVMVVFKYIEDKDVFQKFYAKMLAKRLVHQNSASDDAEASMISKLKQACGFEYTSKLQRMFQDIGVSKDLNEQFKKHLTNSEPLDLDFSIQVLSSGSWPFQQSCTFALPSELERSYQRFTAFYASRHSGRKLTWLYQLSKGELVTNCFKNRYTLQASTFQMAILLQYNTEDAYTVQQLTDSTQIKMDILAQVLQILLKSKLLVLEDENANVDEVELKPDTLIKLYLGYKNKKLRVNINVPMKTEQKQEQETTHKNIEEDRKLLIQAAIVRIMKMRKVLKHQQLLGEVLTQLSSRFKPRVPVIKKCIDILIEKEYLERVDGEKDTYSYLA
* marks the source's active call; other numbers are inactive results.

SMILES | ROC1-CUL1 inh
COc1cc(OC)cc(C(C)Cc2nc3ccccc3c(=O)n2N)c1 (stereo unspecified) | -13
CCn1c(CN2CCCCC2)nc2cc(NC(=O)COc3ccc([N+](=O)[O-])cc3)ccc21 | 4
CN(CCOC(=O)c1ccco1)C(C)(C)C | 9
CCc1ccc(N2C(=O)CN(S(=O)(=O)CC)CC2(C)C(=O)NC2CCCCC2)cc1 (stereo unspecified) | 3
CCOc1ccc(N(C)C(=O)CS(=O)(=O)c2cccc3nsnc23)cc1 | 2
CCS(=O)(=O)c1ncc(CN2CCCCC2c2ccc(F)cc2)n1CCOC (stereo unspecified) | 5
Cc1cccc(NC(=O)N2CCC(C(N)=O)(N3CCCCC3)CC2)c1C | -5
O=S(=O)(c1ccc2c(c1)CCN2)N1CCCCCC1 | 10
Brc1ccc2c(c1)[C@H]1OCC[C@H]1[C@@H](c1cccs1)N2 | 11
CC1CCN(C(=O)c2sc3ncccc3c2N)CC1 | -4
Cc1cccc(C2C3=C(CC(C)CC3=O)Nc3ncnn32)c1 (stereo unspecified) | 12
COc1ccc(-c2nnc(-c3ccccc3)o2)cc1S(=O)(=O)N1CCN(C)CC1 | 2
CCOC(=O)C1=C(c2ccccc2)N=c2s/c(=C\c3cccc(OCC(=O)O)c3)c(=O)n2C1c1cccc(OC)c1 (stereo unspecified) | 25
CCC(C)N(C(=O)c1c(Cl)cccc1Cl)C(C)CC (stereo unspecified) | 2
O=C(NCCN1CCN(c2cccc(Cl)c2)CC1)C1COc2ccccc2C1 (stereo unspecified) | -2
CCOC(=O)c1sc2nnc(C)c(C)c2c1N | -3
CCN(CC)c1nn2c(=O)c(C(=O)NCCc3ccccc3)cnc2s1 | -7
Cc1cc(C(=O)NCc2ccc(Cl)c(Cl)c2)no1 | 1
CCOc1cc(/C=N\NC(=O)CN2CCOCC2)ccc1OCc1ccc(Br)cc1 | 13
COc1cccc(CNCc2cccn2-c2nnc(N3CCN(c4ccccc4)CC3)s2)c1 | 0
CN1c2ccccc2-c2nc(SCC(=O)Nc3ccccc3)ncc2S1(=O)=O | 2
O=C([O-])c1ccc[n+](Cc2ccc([N+](=O)[O-])cc2)c1 | 2
Cc1cc(C)n(-c2ncnc3scc(-c4ccccc4Cl)c23)n1 | 0
COc1cccc(-c2ccc3c(N)c(C(=O)Nc4ccc(C)c(Cl)c4)sc3n2)c1 | 1
Cc1ccc(N(CC(=O)NCCc2ccccc2C)S(=O)(=O)N(C)C)cc1 | 4

Other records:
SMILES | ROC1-CUL1 inh
O=C(CSc1nnc(-c2ccc(F)cc2)o1)N1CCCc2ccccc21 | -8
O=C(c1ccccn1)N(C1CC1)C(Cc1ccccc1)C1CCN(Cc2ccc(O)c(Cl)c2)CC1 (stereo unspecified) | 7
Cc1ccccc1N1C(=O)CN(Cc2c(C)n(C)n(-c3ccccc3)c2=O)CC1C (stereo unspecified) | 3
N#Cc1cc2c(cc1C#N)N1CCCc3cccc(c31)O2 | 1
CCC1=NN2C(=N)/C(=C\c3c(C)n(Cc4ccc(Cl)cc4)c4ccccc34)C(=O)N=C2S1 | 9
Cc1ccccc1-c1ncc(CN2CCc3onc(-c4ccccc4)c3C2)cn1 | 4
COc1ccc(S(=O)(=O)NCC(c2ccc(N(C)C)cc2)N2CCc3ccccc32)cc1OC (stereo unspecified) | 6
CC(=O)CSc1ccc(C(=O)O)cn1 | -8
CC(=O)N=C1C(=O)c2ccccc2C(=O)C1NC1CCCC1 (stereo unspecified) | -5
CCN(CCn1cccn1)c1ccc(-c2nc(COC)no2)cn1 | 2
c1ccc(N2CCC(Cc3ccc4c(c3)OCO4)=N2)cc1 | 6
COCc1cc(C)n(CC(=O)Nc2ccc(NC(C)=O)cc2)c(=O)c1C#N | -16
CC1CC(c2ccc(Cl)cc2)Sc2ccccc2N1 (stereo unspecified) | -10
COc1cc(C(=O)N2CCN(CCc3ccccn3)CC2)cc(OC)c1OC | -2
Cc1cc(C)c(OCC(=O)Nc2cc(Cl)c(O)c(Cl)c2)cc1C | 0
CCCCc1ccc(NC(=O)C2CCN(C(=O)c3ccccc3F)CC2)cc1 | -3
CN1CCC(N(C)C(=O)CC(c2ccccc2)c2ccccc2F)CC1 (stereo unspecified) | -5
CN1CCN(CC(O)COCC23CC4CC(CC(C4)C2)C3)CC1 (stereo unspecified) | -4
CCOC(=O)c1ccccc1NC(=O)N1CCN(Cc2cc(=O)n3nc(-c4ccccc4)sc3n2)CC1 | -10
CC(C)NS(=O)(=O)c1ccc(OCC(=O)NCCCO)cc1 | 0
CCOc1ccccc1NC(=O)CCc1c(C)nn(-c2ccc(N3CCOCC3)nn2)c1C | 3
CN1/C(=C\C(=O)Nc2cccc(Cl)c2)C(C)(C)c2ccccc21 | -4
CCOC(=O)C1CCN(c2c(C(=O)c3ccc(OC)cc3)cnc3ccccc23)CC1 | 0
CC(C)CCNC(=O)c1ccc(N2CCOCC2)cc1 | 13
Cc1cc(SCc2nn(CN(C)C)c(=S)o2)nc(N2CCCCC2)n1 | -1

4 entries out of the list, sorted by count of non-hydrogen atoms, ascending:
SMILES | ROC1-CUL1 inh
CC1CC(c2ccc(Cl)cc2)Sc2ccccc2N1 (stereo unspecified) | -10
CC(C)CCNC(=O)c1ccc(N2CCOCC2)cc1 | 13
CCN(CCn1cccn1)c1ccc(-c2nc(COC)no2)cn1 | 2
COc1ccc(S(=O)(=O)NCC(c2ccc(N(C)C)cc2)N2CCc3ccccc32)cc1OC (stereo unspecified) | 6

(continued)
SMILES | ROC1-CUL1 inh
CCOC(=O)N1CCN(S(=O)(=O)Cc2ccc(Cl)c(Cl)c2)CC1 | 7
CCOc1ccc(-c2cc(C(=O)NCCc3ccccc3)c3c(-c4ccc(C)cc4)[nH]nc3n2)cc1 | 2
CC(=O)N1CCC(Oc2ccc(Cl)cc2C(=O)NCc2cnc3ccccn23)CC1 | -12
CC(C)N1C(=O)/C(=C\C=C\c2ccccc2)C(=O)N(CCc2ccccc2)C1=O | 5
CSc1ccc(CNc2cccc3ccccc23)cc1 | 0
CN(Cc1cc(-c2cccnc2)no1)C(=O)c1ccc(C2CCCN2)s1 (stereo unspecified) | 7
O=C1C(=Nc2ccc(F)cc2)CC(c2cccc3ccccc23)N1c1ccc(F)cc1 (stereo unspecified) | -11
Cc1ccc(SCc2[nH]nc3c2C(c2ccc(F)c(F)c2)C(C#N)C(=N)O3)cc1 (stereo unspecified) | -7
CC(=O)c1cccc(Nc2cc(C)nc3ncnn23)c1 | 11
Cc1nnc(SCC2=NC(=Nc3nc(C)c4ccccc4n3)NC(=O)C2)s1 | -4
COc1ccc(CNC(=O)c2ccc3c(c2)NC(=O)C(CS(=O)(=O)Cc2ccccc2Cl)N3)cc1 (stereo unspecified) | -9
Cc1ccc(-c2nc3cccc(C)n3c2Nc2ccc3c(c2)OCO3)o1 | 5
Cc1cccc2sc(N(Cc3cccnc3)C(=O)c3cccs3)nc12 | -5
COc1ccc(Nc2cc(C)c3cc(NC(=O)COc4cccc(C)c4)ccc3n2)cc1 | -4
CN(CC(=O)N1c2ccccc2Sc2ccc(Cl)cc21)Cc1ccccc1 | 1
COc1cccc(NC(=O)CN2CCN(c3cc(Cl)ccc3C)CC2)c1 | 6
CCc1nn2c(=O)cc(COC(=O)c3ccco3)nc2s1 | -3
Cc1ccc(NC(=O)Cn2cc(C(=O)C3CCCCC3)c3ccccc32)c(C)c1 | 4
O=C(Cn1cc(C(=O)c2ccco2)c2ccccc21)Nc1ccccc1Cl | -4
COC(=O)C1C(C)=NC(=O)NC1c1cn(-c2ccccc2)nc1-c1ccc(OC)c(Cl)c1 (stereo unspecified) | 7
O=C(NC(=S)Nc1ccc(NC(=O)c2ccco2)cc1)c1ccc(-c2ccccc2)cc1 | 3
Cc1cc(C)c(NC(=O)CSc2nnc(CNC(=O)c3ccccc3C)n2C)c(C)c1 | 6
COc1ccc(-c2cc(CC#N)n(-c3ccccc3)n2)cc1 | -1
Cc1cccc(-n2c(SCc3ccc4ccccc4c3)nc3sc4c(c3c2=O)CCCC4)c1 | 0
C=CCN1CCN(C(=O)c2cc3ccccc3oc2=O)CC1 | -1

Some of the entries so far, in CSV form:
structure,ROC1-CUL1 inh
CCc1nn2c(=O)cc(COC(=O)c3ccco3)nc2s1,-3
Cc1ccc(NC(=O)Cn2cc(C(=O)C3CCCCC3)c3ccccc32)c(C)c1,4
O=C(Cn1cc(C(=O)c2ccco2)c2ccccc21)Nc1ccccc1Cl,-4

(further entries)
SMILES | ROC1-CUL1 inh
Cc1cc(-c2n[nH]c3c2CN(C(=O)c2ccc(-n4cccn4)cc2)CC3)c(C)o1 | 2
Cn1cc(C(c2ccccc2)c2ccc(Cl)s2)c2ccccc21 (stereo unspecified) | 2
CN(CCc1ccccc1)c1cnn(CC2CCCCO2)c(=O)c1 (stereo unspecified) | 12
Cc1oc(-c2cccc(NC(=O)CCc3cccnc3)c2)nc1CNC(=O)c1ccc(CC(C)C)cc1 | 2
CN(CC1CCN(Cc2ccccc2)CC1)c1nncc(-c2ccc3c(c2)OCO3)n1 | 7
Cc1ccc2c(c1)NC(=O)C2(O)C(F)(F)F (stereo unspecified) | 4
CC(=O)CSc1nnc(-c2c(C)nc3ccccn23)o1 | 3
CC(C)CC(=O)Nc1cccc(-c2nc3ccccc3[nH]2)c1 | -7
CCc1ccc(-n2c(=O)c3c4c(sc3n(Cc3ccccc3C#N)c2=O)CCC4)cc1 | -3
COc1ccc(OCCCn2c(=O)oc3ccc(C)cc32)cc1 | -4
CCN(C(=O)CSc1nc2ccccc2n1CC(=O)N1CCCC(C)C1)c1ccccc1 (stereo unspecified) | 8
COc1ccc(O)c(CN2CCC(CO)(Cc3ccccc3Cl)CC2)c1 | 10
CCOC(=O)c1cccc(NS(=O)(=O)c2ccccc2)c1 | 6
COc1ccc(CC(=O)NNS(=O)(=O)c2cccc([N+](=O)[O-])c2)cc1OC | -7
CCn1c(C(=O)N2CCCC(C(=O)N3CCN(c4ccccc4)CC3)C2)cc2sccc21 (stereo unspecified) | -1
COc1cccc(-c2cc(C(=O)Nc3cc(OC)c(OC)c(OC)c3)on2)c1 | 7
O=C(c1ccc(F)cc1)N1CCc2onc(-c3ccccc3F)c2C1 | -13
c1cnc2c(c1)ncc1cscc12 | 5
COc1ccc(CCNC(=O)CN(C2CCCCC2)S(=O)(=O)c2ccc(Br)cc2)cc1OC | 6
COC(=O)c1c(-c2ccc(C)c(C)c2)csc1N | 2
COc1ccc(NC(=O)N2CCN(c3cc(-c4noc(C)n4)ccc3C)CC2)c(OC)c1 | 4
Cc1c(CC(=O)NCCn2cccn2)c2c(n1Cc1ccccc1)CCCC2=O | 13
COC(=O)c1ccc2nc(-c3ccc(NC(C)=O)cc3)cn2c1 | 6
COc1cc(NC(=O)c2sc3nc4c(cc3c2N)CCCC4)cc(OC)c1OC | 11
CCc1ccccc1NC(=O)Nc1ccc2snnc2c1 | -9

Continued, starting with the last 2 of the part before.
SMILES | ROC1-CUL1 inh
COc1cc(NC(=O)c2sc3nc4c(cc3c2N)CCCC4)cc(OC)c1OC | 11
CCc1ccccc1NC(=O)Nc1ccc2snnc2c1 | -9
O=C(Nc1cccc(Cl)c1Cl)c1ccccc1F | -10
Cc1nc(C2CCNCC2)cc(N2CCc3sccc3C2)n1 | 9
CCCCN1C(=S)Nc2ccccc2S1(=O)=O | -7
O=C1N=C2SC3C4CCC(C4)C3C(c3ccc(O)cc3)C2S1 (stereo unspecified) | -6
O=c1cc(-c2ccccc2)c2c(=O)[nH][nH]c2[nH]1 | 0
CCOc1cc2c(cc1OCC)C(c1ccc(F)cc1)CC(=O)N2 (stereo unspecified) | 4
CC(NC(=O)CCC(=O)Nc1ccccc1O)c1ccccc1 (stereo unspecified) | 5
CC1CCc2c(sc(NC(=O)C3CC4CCC3C4)c2C#N)C1 (stereo unspecified) | -4
CCOc1cccc(C(=O)C2C(=O)C(=O)N(Cc3ccncc3)C2c2cccc(O)c2)c1 (stereo unspecified) | 3
O=C(NCc1ccc2c(c1)OCO2)c1ncn[nH]1 | 5
COc1ccc(C(=O)Nc2ccc(S(N)(=O)=O)cc2)cc1C | 2
O=C(c1ccc2c(c1)OCO2)N1CCC(CO)(CCOc2ccccc2)CC1 | 0
CCc1c(C)sc2c1CCN(C(=O)Nc1ccccc1C(=O)OC)C2c1ccc(OC)cc1 (stereo unspecified) | -13
Cc1ccc(C)c(NC(=O)c2cc(F)c(Cl)nc2Cl)c1 | 4
CCOC(=O)c1c(C)[nH]c(C)c1S(=O)(=O)N1CCC(C(=O)Nc2ccc(C)cn2)CC1 | 2
Cc1c(C(=O)O)oc2c(Cl)cc(Cl)cc12 | -1
C=CCn1c(SCC(=O)Nc2sc3c(c2C(=O)OC)CCCCC3)nc2sc3c(c2c1=O)CCC3 | -12
COc1cccc(NC(=O)Cn2cc(C(=O)c3ccco3)c3ccccc32)c1 | -1
Cc1ccc2nc(-c3ccccc3)nc(-c3ccc(N)cc3)c2c1 | -10
COc1ccc(CCNC(=O)CN(c2ccccc2OC)S(=O)(=O)c2ccc(C)cc2)cc1 | -2
CCOc1ccc(CNC(=O)C2CCCN(c3nn4cc(-c5ccc(F)cc5)nc4s3)C2)cc1 (stereo unspecified) | 2
O=C(c1cnc[nH]1)N1CCC(C2CCN(Cc3cccc(F)c3F)CC2)C1 (stereo unspecified) | -2
S=C1NC2(CCCCCC2)NN1c1ccc(Cl)cc1 | 19
CCOC(=O)c1noc2ncn(CC(=O)Nc3cccc(Cl)c3)c(=O)c12 | -12
O=C(Nc1cc(-c2ccccc2)nn1-c1ccccc1)c1ccccc1 | -4

The list is partial; rates above refer to the full screens.
